EBV gp42 inh: EBV gp42 inhibition. Q1HVG2. 0.42% of 220,000 active. inhibition, % (tested at 21.74 µM). Fluorescence polarization binding assay, mP read-out. AID 1085; in the data active = inhibition above about 50%
Target sequence (Q1HVG2 whole entry, looked up): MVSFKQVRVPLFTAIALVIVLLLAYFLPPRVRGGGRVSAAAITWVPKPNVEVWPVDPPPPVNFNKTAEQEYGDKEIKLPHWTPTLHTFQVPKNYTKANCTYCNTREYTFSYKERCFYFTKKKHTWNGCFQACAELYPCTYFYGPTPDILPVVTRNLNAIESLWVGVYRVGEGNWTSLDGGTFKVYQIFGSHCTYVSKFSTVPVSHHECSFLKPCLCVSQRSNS
thrombin 1536: inhibitors of human thrombin; P00734; alpha-thrombin, Boc-VPR-AMC fluorogenic substrate cleavage; inhibition, % at 5 µM; 0.26% of 220,000 active; AID 1046;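 active = inhibition at or above 40%; inactive = inhibition below 40%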;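 note: 0% = enzyme with no compound and 100% = wells without enzyme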
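Material: human alpha-thrombin protein; Also added: Boc-VPR-AMC substrate, 15 µM final; Timing: enzyme reaction carried out at room temperature; Signal: fluorescence, ex 355 nm, em 460 nm; Measure: % inhibition of thrombin; Controls: enzyme without compound as high, wells lacking enzyme as low.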
TRPML3 agonist: human mucolipin-3 channel agonism; 0.29% of 220,000 active; activation, % at 3 µM; HEK293 TRPML3-YFP, Fluo-8 calcium fluorescence; 100% = the carbachol control signal; AID 1448;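 active = activation above its plate's cutoff, the mean activation of the plate's test wells plus 3 SD, cut at about 12% in these data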;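 note: 0% = DMSO only wells and 100% = carbachol wells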
Target sequence (Q8TDD5 whole entry, looked up): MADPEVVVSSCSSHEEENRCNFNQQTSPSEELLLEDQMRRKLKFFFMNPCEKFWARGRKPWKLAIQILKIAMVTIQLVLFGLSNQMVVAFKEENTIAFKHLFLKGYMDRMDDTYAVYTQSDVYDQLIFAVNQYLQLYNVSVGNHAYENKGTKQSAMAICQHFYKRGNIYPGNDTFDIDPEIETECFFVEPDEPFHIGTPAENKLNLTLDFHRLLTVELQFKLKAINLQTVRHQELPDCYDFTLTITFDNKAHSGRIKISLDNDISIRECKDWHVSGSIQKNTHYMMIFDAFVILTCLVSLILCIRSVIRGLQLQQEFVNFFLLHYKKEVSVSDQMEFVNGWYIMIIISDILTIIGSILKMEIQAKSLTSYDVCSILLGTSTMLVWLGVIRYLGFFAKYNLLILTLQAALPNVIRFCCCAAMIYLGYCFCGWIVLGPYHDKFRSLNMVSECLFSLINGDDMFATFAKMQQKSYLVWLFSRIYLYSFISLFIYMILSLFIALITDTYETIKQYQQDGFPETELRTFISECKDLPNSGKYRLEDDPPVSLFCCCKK
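Test system: TRPML3-YFP stable HEK293 cells. Doses: single point at 3 µM. Incubation: dye loading 1 h 37 °C then 30 min ambient, 125 s read. Signal: Fluo-8 calcium dye fluorescence, ex 470-495, em 515-575 nm. Measure: percent activation from peak-to-basal fluorescence ratio, scaled between DMSO and carbachol.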
zfTRPN1 agonist: activates the zebrafish TRPN1 channel | HEK293 zebrafish TRPN1-YFP, Fluo-8 calcium fluorescence; 100% = response to 87 µM carbachol | activation, % at 3 µM | 0.18% of 220,000 active | AID 1424;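 active = activation above its plate's cutoff, the mean activation of test wells on that plate plus 3 SD, cut at about 19% in these data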;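 note: 0% = DMSO alone and 100% = 87 µM carbachol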
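Material: zebrafish TRPN1-YFP in HEK293 cells. Doses: one dose of 3 µM, 0.3% DMSO. Incubation: dye 1 h 37 °C plus 30 min RT. Measured by: intracellular calcium fluorescence with Fluo-8.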
Tb hexokinase: T. brucei hexokinase 1 inhibition. recombinant TbHK1, G6PDH-coupled NADH A340. 0.11% of 220,000 active. inhibition, % at 10 µM;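 active = inhibition of 50% or more in the single-dose primary screen; inactive = inhibition below 50%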
Furin inh: blocks human furin protease activity; P09958; purified furin, fluorogenic substrate cleavage; inhibition, % at 30 µM; 0.061% of 220,000 active; in the data active = inhibition above about 25%; note: inactives centre near -15
m-calpain inh: calpain II (pig) inhibition; purified calpain II, fluorogenic peptide substrate, 30 min; inhibition, % at 16 µM; 0.37% of 220,000 active;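 active = inhibition above about 50%, limit read from the data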
PPC-1+TRAIL kill: kills PPC-1 cancer cells in the presence of TRAIL; PPC-1 cells + TRAIL, ATPLite viability luminescence; cell killing (% activity), % at 4 µM; 0.41% of 220,000 active; AID 1443;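 active = cell killing above 50% in the first pass at 4 µM, then a duplicate retest at 5 µM averaging 50% or more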;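 note: plate controls were cells with TRAIL plus DMSO for no effect and medium-only wells lacking cells for full effect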
Cl transport mod: KCC2 (human) Cl- transport modulation. Q9H2X9. KCC2 cells, thallium flux FluoZin-2 fluorescence. B-score of Tl+ flux slope (higher = more flux/activation; lower = inhibition) at 10 µM. 2.2% of 190,000 active;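 active = thallium flux slope and its plate-corrected score both differing from the plate sample mean at a set confidence after two filtering rounds, in either direction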;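 note: slope of fluorescence scaled to starting intensity during 10 to 20 s after thallium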
Active calls of the source: *; . = not tested or not shown; [ ] = dose if it differs, or a comment. Compounds were not picked by outcome; 3.6% or so of the library scored in one or more.

SMILES	EBV gp42 inh	thrombin 1536	TRPML3 agonist	zfTRPN1 agonist	Tb hexokinase	Furin inh	m-calpain inh	PPC-1+TRAIL kill	Cl transport mod
Clc1ccc(-c2nnc3n2CCCCS3)cc1	-22	-1	0.0	-0.6	-2	-16	-8	3	0.34
O=c1cnnc(N/N=C/C2CC=CCC2)[nH]1 (centres undefined)	-20	-3	0.7	0.6	2	-37	30	2	1
Cc1cccc(C(=O)OCC(=O)NCCCc2ccccc2)c1	-13	-6	0.2	-3.0	4	-23	22	-12	-3.5
CCCn1c(SCC(=O)Nc2nc3ccccc3s2)nc2c1c(=O)n(C)c(=O)n2C	-3	-3	-1.0	-0.7	-2	-20[20 µM]	10	13	0.3
CCOC(=O)c1c([N+](=O)[O-])c(C)[nH]c(=O)c1C#N	3	-4	0.2	-0.2	-35	-4	27	6	0.58
CC(=O)OCC1(C)CN(c2ccccc2)N(C(=O)c2ccc(C(C)(C)C)cc2)C1=O (centres undefined)	-3	43*	-0.3	-1.3	-7	-13	-10	6	-1.3
COC(=O)c1[nH]c2ccccc2c1NC(=O)CN1CCN(C(=O)c2ccco2)CC1	-2	-12	0.4	0.6	18	-12	-29	0	.
O=C(CCSc1nnc(-c2ccncc2)o1)Nc1cccc(Cl)c1	-7	-7	1.4	-0.3	-1	-24	-22	-9	.
O=C(NC1CCCCC1)N1CCN(Cc2ccco2)CC1	-10	-3	1.7	-0.4	-3	-29	-8	23	0.23
OCCC1CN(C2CCSCC2)CCN1C1CCCC1 (centres undefined)	7	-8	0.3	-0.7	3	-16	13	18	1
CNC(=O)N1c2ccccc2NC(=O)CC1C (centres undefined)	20	-1	0.6	-0.2	1	-17	-29	-4	-1.1
CC(=O)c1cccc(NC(=O)CC2SC(N3CCCCC3)=NC2=O)c1 (centres undefined)	-17	-2	0.1	0.6	27	-19	-4	7	.
O=C(CN1C(=O)CCSc2ccccc21)Nc1ccccc1	-4	2	0.6	-0.5	3	-18	11	-5	1.8
N#Cc1nc(COc2ccc(Cl)cc2)oc1N1CCN(Cc2ccccc2)CC1	9	-8	0.2	1.7	2	-20	25	17	.
O=C(CSC1=Nc2ccccc2C2=NC(c3ccccc3)C(=O)N12)NC1CCCCC1 (centres undefined)	1	-13	-0.2	-0.8	-17	-24[20 µM]	-265	11	-0.16
COc1ccc(/C=N/N2CCN(C3c4ccccc4-c4ccccc43)CC2)cc1OC	6	-3	-0.4	0.5	-14	-7	-32	17	1.1
N#C/C(=C\c1ccc(OCc2ccccc2)cc1)C(=O)Nc1nc2c(s1)CCN(Cc1ccccc1)C2	-179	-7	0.5	-0.1	-6	-6[20 µM]	-51	6	0.48
CS(=O)(=O)N1CCN(c2ccccc2NC(=O)Cc2ccccc2)CC1	4	-6	-0.7	-0.4	5	-15[20 µM]	13	33	0.081
CCCS(=O)(=O)N1CCC(C(=O)NCCc2ccc(C)cc2)CC1	10	-4	0.5	-0.1	1	-18	7	3	0.48
Nc1nc(SCC(=O)N2CCOCC2)[nH]c(=O)c1-c1ccccc1	-4	0	1.1	0.6	3	-31	-24	-2	2.1

Two entries picked at random from the list so far, as already listed:
SMILES	EBV gp42 inh	thrombin 1536	TRPML3 agonist	zfTRPN1 agonist	Tb hexokinase	Furin inh	m-calpain inh	PPC-1+TRAIL kill	Cl transport mod
CS(=O)(=O)N1CCN(c2ccccc2NC(=O)Cc2ccccc2)CC1	4	-6	-0.7	-0.4	5	-15[20 µM]	13	33	0.081
Nc1nc(SCC(=O)N2CCOCC2)[nH]c(=O)c1-c1ccccc1	-4	0	1.1	0.6	3	-31	-24	-2	2.1

Other entries:
SMILES	EBV gp42 inh	thrombin 1536	TRPML3 agonist	zfTRPN1 agonist	Tb hexokinase	Furin inh	m-calpain inh	PPC-1+TRAIL kill	Cl transport mod
Cn1c(=O)c2c(ncn2Cc2ccccc2)n(C)c1=O	-10	0	1.4	1.9	6	-9[20 µM]	7	2	.
Cc1sc2ncnc(N[C@@H](Cc3c[nH]c4ccccc34)C(=O)O)c2c1C	1	-4	0.7	0.8	0	2	2	7	0.59
COc1cccc(C(c2sc3nc(C)nn3c2O)N2CCC3(CC2)OCCO3)c1 (centres undefined)	-9	-2	0.0	1.3	-4	-18	-6	-1	0.95
O=S(=O)(c1ccc2c(c1)nc1n2CCC1)N1CCOCC1	2	-4	-0.9	1.2	-2	-26[20 µM]	16	9	1.7
Cc1ccc(NC(=S)N(CCCN2CCOCC2)Cc2cccs2)c(C)c1	-14	-5	0.6	0.3	12	0	22	-18	0.0026
Cc1ccc(C2N3CC4([N+](=O)[O-])CN2CC([N+](=O)[O-])(C3)C4(C)C)cc1 (centres undefined)	-11	-4	0.3	-0.4	26	3	16	15	0.31
COc1cc(C)nc(Oc2ccc(OCCOc3ccccc3)nn2)n1	2	-10	0.2	1.7	4	-25	-28	.	0.019
COc1ccc2[nH]cc(CCNS(=O)(=O)c3ccccc3)c2c1	0	-5	-0.1	2.3	0	-31	-29	16	1.7
Nc1cc(OC(=O)c2ccccc2Br)nn1S(=O)(=O)c1ccccc1	7	-7	0.3	-0.1	1	-19	9	7	-0.017
CCc1ccc(OCCNC(=O)c2ccccc2SCc2ccccc2)cc1	2	-7	-0.7	0.0	13	-1	6	-18	.
Cn1nc(C(F)(F)F)c(-c2ccc(F)cc2)c1NC(=O)Nc1ccc(F)cc1	-6	1	11	13	1	-3	-6	0	-1.1
O=C(NC1CCCCC1)NC1(C(=O)N2CCN3CCCC3C2)CCCCC1 (centres undefined)	-14	-2	0.3	-2.2	4	-14[20 µM]	-12	1	0.92
COCCCNC(=O)Cn1nnc(-c2ccccc2NC(=O)c2ccccc2F)n1	.	.	0.2	1.1	2	-12	.	8	.
O=C(NCc1cccs1)C1CCN(S(=O)(=O)c2ccc3c(c2)OCCO3)CC1	-5	-6	0.2	-0.3	-9	-16	14	-22	.
O=C(COC(=O)CSc1nnc(-c2ccc(Cl)cc2)o1)NCc1ccc2c(c1)OCO2	2	-6	-0.7	-0.9	-9	-15[20 µM]	-22	25	-0.27
CCc1ccc(NC(=O)C(=O)NCC2CCCO2)cc1 (centres undefined)	-2	-16	-0.4	-0.1	-6	-14	-4	24	0.72
CCOC(=O)NC1(C(F)(F)F)C(=O)N(Cc2ccccc2)C2=C1C(=O)CC(C)(C)C2 (centres undefined)	3	1	-0.3	-0.3	5	-12[20 µM]	11	-9	0.042
Cc1ccccc1Nc1nnc(SCC(=O)Nc2ccccc2[N+](=O)[O-])s1	-14	-5	-0.6	0.2	-1	-26	-6	0	-3
CCOc1ccccc1C(=O)NC1CCN(Cc2nnnn2C2CCCC2)CC1	0	-6	0.4	-0.3	-9	-23	4	-14	.
COC(=O)c1cc(OC)nc2c1c(=O)n(C)c(=O)n2C	8	-4	0.9	-0.4	-4	-13	-230	-18	-0.022
CCOc1ncccc1C(=O)NCc1ccccc1Cl	-18	-2	-0.5	-2.1	2	-31	-14	6	-1.2
COc1ccc(C(=O)CSc2ncn[nH]2)cc1OC	-12	4	0.4	1.0	-3	7	-14	12	0.53
Cc1ccc(C(=O)COC(=O)c2cnccn2)cc1C	-7	-5	0.3	-0.3	-4	-8	9	24	-0.28
CC1CCN(c2cc(N3CCOCC3)c([N+](=O)[O-])cc2F)CC1	-6	7	-1.0	-0.1	-7	4[20 µM]	16	26	0.34
Cc1ccc(C)c(SCC(=O)OC/C(O)=C(\C#N)c2nc3ccccc3[nH]2)c1	13	1	0.7	1.4	-3	-10	-31	-22	-0.38
Cn1ncc(Cl)c1C(=O)N1CCc2ccccc21	-4	-6	0.1	-0.1	-12	-20	8	16	-0.032
NNC(=O)c1ccc(Cn2cccn2)o1	-9	-3	0.6	0.8	5	-27	5	7	-0.062
COc1cccc(OC)c1CC1SC(=O)NC1=O (centres undefined)	-12	-6	0.0	0.1	-4	-17	13	5	-0.23
Cc1[nH]n(-c2ccccc2)c(=O)c1C(c1ccccc1C(=O)O)c1c(C)[nH]n(-c2ccccc2)c1=O	5	-7	0.1	0.5	-3	-11	-6	25	0.16
CCN1CCN(c2ccc(N=Cc3ccc(O)cc3O)cc2)CC1	-30	-6	0.8	1.8	-32	-12	-14	23	1.8
Cc1nn(Cc2ccc(C(=O)Nc3nccs3)cc2)c(C)c1Cl	-4	104*	-0.6	-0.1	2	-16	-15	19	0.45
Cc1cc(C)n2nc(C(=O)OCCOc3cccc(Br)c3)nc2n1	-18	1	0.8	-0.7	-1	-22	-42	4	-0.59
CCCCSc1nc2c(cnn2-c2ccc(C)c(C)c2)c(=O)[nH]1	-27	4	0.3	1.0	-21	-2	-11	9	0.73
COc1ccc(CC(=O)n2[nH]c(=O)ccc2=O)cc1OC	-19	-10	0.0	1.6	0	-13	18	4	-0.32
Cn1c(=O)n(CCc2ccccc2)c(=O)c2c1nc1n2CCN1Cc1ccco1	4	0	-0.1	1.7	0	-10	-39	-2	.
Cc1ccc(OCCCSc2ncccn2)cc1C	-18	-1	-0.8	-1.1	0	-15[20 µM]	-5	-1	1.1
CCCOc1ccc2oc(=O)c3c(c2c1)CCCN3C(=O)CN(C)Cc1ccccc1	-15	-3	1.9	-0.8	-16	-16[20 µM]	-121	-6	-1.1
CCOC(=O)c1sc(NC(=O)C2CC=CCC2C(=O)O)nc1C (centres undefined)	-16	-2	-0.4	0.8	16	-29[20 µM]	-5	-10	0.51
COc1ccc(N2CCN(Cc3nc4c(c(=O)n(C)c(=O)n4C)n3C(C)C(C)=O)CC2)cc1 (centres undefined)	-16	4	0.6	0.9	-4	14[20 µM]	-7	-10	0.66
O=C1NC(=Nc2ccccc2)c2c1cccc2[N+](=O)[O-]	-6	4	-0.2	0.3	-12	2	38	11	0.081

In the list so far, these contain a furan ring, fused or not:
SMILES	EBV gp42 inh	thrombin 1536	TRPML3 agonist	zfTRPN1 agonist	Tb hexokinase	Furin inh	m-calpain inh	PPC-1+TRAIL kill	Cl transport mod
COC(=O)c1[nH]c2ccccc2c1NC(=O)CN1CCN(C(=O)c2ccco2)CC1	-2	-12	0.4	0.6	18	-12	-29	0	.
O=C(NC1CCCCC1)N1CCN(Cc2ccco2)CC1	-10	-3	1.7	-0.4	-3	-29	-8	23	0.23
NNC(=O)c1ccc(Cn2cccn2)o1	-9	-3	0.6	0.8	5	-27	5	7	-0.062
Cn1c(=O)n(CCc2ccccc2)c(=O)c2c1nc1n2CCN1Cc1ccco1	4	0	-0.1	1.7	0	-10	-39	-2	.

Next results follow:
SMILES	EBV gp42 inh	thrombin 1536	TRPML3 agonist	zfTRPN1 agonist	Tb hexokinase	Furin inh	m-calpain inh	PPC-1+TRAIL kill	Cl transport mod
CS(=O)(=O)N(CCc1ccccc1)CC(=O)NCc1ccncc1	11	-6	-0.1	0.2	-6	-12[20 µM]	20	26	1.5
COc1ccc2c(=O)c(-c3ccc4c(c3)OCO4)coc2c1	-8	2	1.0	0.2	0	-9	-8	40	-0.0053
COc1ccc(CNC(=O)CCCn2c(SCC#N)nc3cc4c(cc3c2=O)OCO4)cc1	-8	1	0.3	3.4	0	-19[20 µM]	-61	18	.
COc1ccc(/C=C/C(=O)O)cc1S(=O)(=O)N1CCCc2ccccc21	-13	4	0.5	-0.5	1	-36	-60	1	-3.5
CSc1ccccc1C(=O)N1CCOCC1	-2	-2	1.3	1.8	-1	-5[20 µM]	-10	8	.
O=[N+]([O-])c1ccc(Cl)c(/C=N/n2c(-c3cccnc3)n[nH]c2=S)c1	-13	1	-0.7	2.5	-8	-29	-7	4	-0.18
CCCCNC(=O)c1ccc2c(=O)n(CCCOCC)c(=S)[nH]c2c1	-12	-17	0.5	1.0	-4	-16[20 µM]	8	-1	0.24
